Source: PubChem BioAssay (several laboratories)
Rin1-Abl PPI inh: blocks binding of human Rin1 to Abl; inhibition, % at 7.35 µM; hit rate 0.4% among 360,000; AID 588664; P00519+Q13671; TR-FRET Rin1/Abl binding, biochemical; in the data active = inhibition above about 5%, passing the limit was not always enough
FAS-TE inh: FAS thioesterase (human) inhibition | recombinant FAS-TE, OMFH fluorogenic substrate, fluorescence endpoint | hit rate 0.67% among 360,000 | P49327 | AID 602261 | inhibition, % at 15 µM;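 active = compounds whose normalised, plate-corrected inhibition of enzyme fluorescence in the single-dose primary screen is 50% or more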;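 note: 0% = DMSO with enzyme and 100% = substrate without enzyme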
PABP1 MLLE inh: blocks PAM2 peptide binding to the PABP1 MLLE domain. P11940. GST-MLLE / FITC-PAM2 fluorescence polarization. inhibition, % at 20 µM. hit rate 0.36% among 360,000. AID 588489; in the data active = inhibition above about 35%, passing the limit was not always enough;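 note: plate controls were DMSO wells with GST-MLLE for no effect and wells lacking GST-MLLE protein for full effect; some results filed as inactive read as strong as hits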
SKN-1 inh: inhibitors of C. elegans SKN-1; inhibition, % at 21.8 µM; AID 624304; hit rate 0.49% among 360,000; C. elegans VP596 Pgst-4::GFP/RFP ratio, acrylamide-induced, 24 h;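 active = interference check ratio from 0.5 to 1.5 plus GFP to RFP signal ratio inhibition reaching or exceeding a fixed threshold, cut at about 30% in these data, passing the limit was not always enough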; note: some compounds called inactive have numbers as strong as hits
MsrA act: activates bovine MsrA enzyme. purified bovine MsrA, absorbance read-out. activation, % at 10.6 µM. hit rate 0.3% among 360,000. AID 602163; in the data active = activation above about 7.5%;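 note: 0% = vehicle and 100% = reference activator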
MT1-MMP act inh: blocks activation of human MT1-MMP; GFP/RFP ratio change, % at 20 µM; HT1080 RFP-PRO-GFP cells, GFP/RFP ratio fluorescence, overnight; percent of plate control window, DMSO zero; hit rate 0.061% among 360,000;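 active = GFP/RFP ratio change of at least 30% with cell ATP level not reduced by more than half and red fluorescence within 50% of control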; note: strong numbers were not always called active
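Assay system: RFP-PRO-GFP reporter HT1080 cells; read-out basis: GFP/RFP fluorescence ratio; benchmarks: DMSO wells and RFP-L50D-GFP cells; doses: 20 µM single dose, 1% DMSO; schedule: overnight cell settling, then overnight compound exposure, 37 °C, 5% CO2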
E coli Lon inh: inhibits E. coli Lon protease. purified E. coli Lon protease, fluorescence polarization. AID 602123. inhibition, % at 7.94 µM. hit rate 0.42% among 360,000; in the data active = inhibition above about 13%, passing the limit was not always enough;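 note: 0% = enzyme with probe and DMSO and 100% = no enzyme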
Neddylation inh: blocks human cullin neddylation. hit rate 0.58% among 360,000. TR-FRET cullin neddylation, biochemical. P61081+Q13564. calls only at 25 µM; in the data active = inhibition above about 36%
Target sequence (P61081 whole entry, looked up): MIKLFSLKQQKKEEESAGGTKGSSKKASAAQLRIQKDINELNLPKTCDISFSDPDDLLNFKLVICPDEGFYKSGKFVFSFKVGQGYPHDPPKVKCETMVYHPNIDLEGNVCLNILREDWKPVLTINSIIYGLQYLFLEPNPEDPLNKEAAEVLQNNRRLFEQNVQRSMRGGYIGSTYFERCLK
Target sequence (Q13564 whole entry, looked up): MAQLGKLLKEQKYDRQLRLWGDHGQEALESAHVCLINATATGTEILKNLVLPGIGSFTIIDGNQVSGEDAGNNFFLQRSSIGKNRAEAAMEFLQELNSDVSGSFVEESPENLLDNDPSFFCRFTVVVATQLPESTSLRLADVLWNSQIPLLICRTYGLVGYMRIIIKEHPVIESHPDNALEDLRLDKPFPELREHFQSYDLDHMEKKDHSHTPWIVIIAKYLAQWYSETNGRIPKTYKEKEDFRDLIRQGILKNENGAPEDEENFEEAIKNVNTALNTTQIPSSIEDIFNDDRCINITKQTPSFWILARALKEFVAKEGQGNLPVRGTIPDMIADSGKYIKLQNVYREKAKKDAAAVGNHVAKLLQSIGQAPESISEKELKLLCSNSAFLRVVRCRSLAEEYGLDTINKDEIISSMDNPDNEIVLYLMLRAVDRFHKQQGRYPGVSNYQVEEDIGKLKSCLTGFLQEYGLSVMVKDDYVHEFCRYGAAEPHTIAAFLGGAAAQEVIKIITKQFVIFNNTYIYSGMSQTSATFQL
CendR NRP1 mod: NRP-1/CendR interaction modulation. FAM-RPARPAR peptide binding to NRP-1, fluorescence polarization. inhibition, % at 25 µM. hit rate 0.85% among 360,000;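 active = inhibition or corrected inhibition above about 18%, plus a signal ratio from 0.5 to 1.5, limit read from the data, passing the limit was not always enough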; note: strong numbers were not always called active
The depositor's hits bear a star; i = inactive; · = no result given.

SMILES	Rin1-Abl PPI inh	FAS-TE inh	PABP1 MLLE inh	SKN-1 inh	MsrA act	MT1-MMP act inh	E coli Lon inh	Neddylation inh	CendR NRP1 mod
Cc1ccc(S(=O)(=O)N2CCN(C(=O)CC(C)n3cncn3)CC2)cc1 (stereo not drawn)	3	-5	-12	14	1	1	-3	i	2
O=C(NCCc1cnn(-c2ccccc2)c1)c1cc(COc2c(F)cccc2F)on1	-1	26	6	-10	-10	0	-3	i	7
N=c1c2c(-c3ccccc3)c(-c3ccccc3)oc2ncn1CCCN1CCOCC1	-3	-1	5	15	-1	-5	3	i	4
N=c1ccn(Cc2ccc(Cl)c(Cl)c2)cc1	0	-4	-3	5	-9	4	0	i	-5
N#Cc1ccc(COC(=O)c2ccc3c(c2)OCO3)cc1	3	14	9	0	-7	-1	-7	i	-3
COc1ccc(C2NC3=C(CCC3)C3(C#N)C4(N=C(N)C23C#N)OCCO4)cc1 (stereo not drawn)	-4	-6	-19	-1	0	-8	13	i	8
Cc1cc(C)c(S(=O)(=O)N(C)CC(=O)N2CCCC2)c(C)c1	-2	-6	-2	17	-2	4	-7	i	-5
COc1cc(OC)cc(C(=O)NNC(=O)c2ccc(S(=O)(=O)N3CC(C)OC(C)C3)cc2)c1 (stereo not drawn)	2	-9	18	3	-1	-3	0	i	10
Cc1cc2c(cc1C)N(C(=O)CSc1nncn1C)C(C)(C)c1ssc(=S)c1-2	-9	-4	31	17	-3	4	-5	i	6
COCCOc1ccc(C(F)(F)F)cc1NC(=O)COC(=O)c1c(C)noc1C	3	28	-5	4	1	-4	11	i	-1
CCn1c(O)c(N=NC(=O)c2cccs2)c2ccccc21	-4	10	0	9	-2	10	-4	i	5
COc1ccc(Nc2ccc([N+](=O)[O-])cn2)cc1	-3	17	-6	2	-2	1	4	i	-103
CN(Cc1ccccc1)C(=O)C1CCN(Cc2ccc(F)cc2)CC1	4	-8	-7	-35	-8	-11	-4	i	12
CCN1C(=O)c2cccc3c(NS(=O)(=O)c4ccc(NC(C)=O)cc4)ccc1c23	-6	-4	-2	-12	-9	18	1	i	-15
COc1cc(C(=O)NCCC(=O)NC2CCC(C)CC2)cc(OC)c1OC (stereo not drawn)	-5	-3	-2	2	2	-2	-1	i	5
COc1cccc(/C=C2\CCc3ccccc3C2=O)c1	2	14	2	3	-4	-1	-9	i	3
O=C(CSc1n[nH]c(=O)n1CCc1ccccc1)NC1CCCC1	-2	-8	-17	-6	-2	2	1	i	-1
c1csc(CNc2ccn3nc(-c4ccc(OCCN5CCOCC5)cc4)cc3n2)c1	-2	5	-7	12	-2	3	-6	·	-6
CC(=Cc1ccccc1)C=C1SC(=S)N(CCCC(=O)Nc2ccc(C(=O)O)cc2)C1=O	0	22	-18	0	-4	5	-7	i	-135
COc1ccc2c(-c3ccccc3)cc(=S)[nH]c2c1	-2	2	14	14	2	2	-1	i	-6
O=C(O)CN1C(=O)/C(=C\c2cn(-c3ccccc3)nc2-c2ccccc2)SC1=S	2	7	23	11	2	0	5	i	-73
COC(=O)c1ccc(Nc2c([N+](=O)[O-])ccc3nonc23)cc1	-3	4	-19	10	-2	2	4	i	-43
O=C(Nc1ncnc2c1C(c1ccccc1)c1c(ccc3ccccc13)O2)c1ccccc1 (stereo not drawn)	4	96*	5	4	0	-17	-5	i	-3
COc1ccc(CNC(=O)C2CCC(CNS(=O)(=O)c3ccccc3)CC2)cc1 (stereo not drawn)	4	-6	2	28	-6	4	3	i	-2
Cc1ccc(N2CC(C(=O)NCc3ccccn3)CC2=O)cc1 (stereo not drawn)	-4	-1	-8	15	-2	2	6	i	-7
CCN(CC(=O)Nc1c(F)cccc1F)C(=O)CSc1ccc(F)cc1	-2	-6	-13	4	-5	0	-1	i	-3
COc1ccc(CCNC(=O)CC2COc3ccccc3O2)cc1OC (stereo not drawn)	1	-3	-2	-1	-3	5	-2	i	5
COc1ccc(CNC(=S)Nc2cc(C)cc(C)c2)cc1	-2	2	-28	-6	-1	-6	0	i	-1
O=C(NNC(=S)Nc1ccc(C(=O)O)c(O)c1)c1ccncc1	-1	-8	-14	-5	1	-1	-9	i	-24
COc1ccc(C2(c3ccc(OC)cc3)NC(=O)N(CC(=O)Nc3ccccc3C)C2=O)cc1	4	10	-7	1	-5	1	-10	i	14
O=C(NCc1csc(-c2cccs2)n1)Nc1ccc(F)cc1F	-3	5	-9	-8	-1	1	-2	i	2
COc1ccc(-c2cc3cc(OC)c(OC)cc3cn2)cc1OC	-4	6	-1	1	-2	15	-11	i	5
CN(Cc1ccccc1)C(=O)COC(=O)c1ccc[nH]c1=O	4	-2	9	6	-6	2	1	i	12
O=c1[nH]c(=O)n(C2CCCCCC2)c(O)c1C=NCc1ccc(F)cc1	-3	6	9	0	-3	-11	-4	i	7
Cc1ccc(S(=O)(=O)N(C(=O)c2ccco2)c2cc3sc(=O)oc3c3ccccc23)cc1	-2	53*	-8	-9	-2	6	-6	i	8
Cc1ccc(/C=C/C(=O)NCCc2ccccc2)o1	-2	-4	25	-13	-6	-5	-9	i	-5

Rewritten with bars between the fields: entries from further up
SMILES | Rin1-Abl PPI inh | FAS-TE inh | PABP1 MLLE inh | SKN-1 inh | MsrA act | MT1-MMP act inh | E coli Lon inh | Neddylation inh | CendR NRP1 mod
COc1ccc(CNC(=O)C2CCC(CNS(=O)(=O)c3ccccc3)CC2)cc1 (stereo not drawn) | 4 | -6 | 2 | 28 | -6 | 4 | 3 | i | -2
Cc1ccc(N2CC(C(=O)NCc3ccccn3)CC2=O)cc1 (stereo not drawn) | -4 | -1 | -8 | 15 | -2 | 2 | 6 | i | -7
CCN(CC(=O)Nc1c(F)cccc1F)C(=O)CSc1ccc(F)cc1 | -2 | -6 | -13 | 4 | -5 | 0 | -1 | i | -3
COc1ccc(CCNC(=O)CC2COc3ccccc3O2)cc1OC (stereo not drawn) | 1 | -3 | -2 | -1 | -3 | 5 | -2 | i | 5
COc1ccc(CNC(=S)Nc2cc(C)cc(C)c2)cc1 | -2 | 2 | -28 | -6 | -1 | -6 | 0 | i | -1
O=C(NNC(=S)Nc1ccc(C(=O)O)c(O)c1)c1ccncc1 | -1 | -8 | -14 | -5 | 1 | -1 | -9 | i | -24
COc1ccc(C2(c3ccc(OC)cc3)NC(=O)N(CC(=O)Nc3ccccc3C)C2=O)cc1 | 4 | 10 | -7 | 1 | -5 | 1 | -10 | i | 14
O=C(NCc1csc(-c2cccs2)n1)Nc1ccc(F)cc1F | -3 | 5 | -9 | -8 | -1 | 1 | -2 | i | 2
COc1ccc(-c2cc3cc(OC)c(OC)cc3cn2)cc1OC | -4 | 6 | -1 | 1 | -2 | 15 | -11 | i | 5
CN(Cc1ccccc1)C(=O)COC(=O)c1ccc[nH]c1=O | 4 | -2 | 9 | 6 | -6 | 2 | 1 | i | 12
O=c1[nH]c(=O)n(C2CCCCCC2)c(O)c1C=NCc1ccc(F)cc1 | -3 | 6 | 9 | 0 | -3 | -11 | -4 | i | 7
Cc1ccc(S(=O)(=O)N(C(=O)c2ccco2)c2cc3sc(=O)oc3c3ccccc23)cc1 | -2 | 53* | -8 | -9 | -2 | 6 | -6 | i | 8
Cc1ccc(/C=C/C(=O)NCCc2ccccc2)o1 | -2 | -4 | 25 | -13 | -6 | -5 | -9 | i | -5

Carrying on:
SMILES	Rin1-Abl PPI inh	FAS-TE inh	PABP1 MLLE inh	SKN-1 inh	MsrA act	MT1-MMP act inh	E coli Lon inh	Neddylation inh	CendR NRP1 mod
COc1cccc(NC(=O)CN(C)C(=O)c2ccc(COc3ccccc3)o2)c1	-1	-2	6	8	0	23	6	i	-2
CNC(=S)N1CCC(NC(=O)C(Cc2ccccc2)NC(C)=O)CC1 (stereo not drawn)	0	-4	-38	-1	-5	2	-1	i	2
O=C(Nc1ccc(Cl)c(S(=O)(=O)N2CCCC2)c1)c1cc(=O)[nH]c2ccccc12	-3	0	11	-2	-3	1	-6	i	4
O=C(O)c1ccccc1/C=N/NC(=S)NCc1ccccc1	-5	-9	12	8	-4	0	1	i	-8
O=C(Nc1cccc(Cl)c1)c1ccccc1	1	-31	1	4	-10	-1	-4	i	7
COC(=O)C(CCSC)NS(=O)(=O)c1ccc(Cl)cc1 (stereo not drawn)	3	-5	6	1	-4	-3	-4	i	3
O=C(NCc1ccc(Cl)cc1)C1CCC(CNc2c(N3CCCCC3)c(=O)c2=O)CC1 (stereo not drawn)	-2	2	-7	3	-1	3	3	i	-3
O=C(NCC(=O)N1CCCC1)c1ccc(Br)cc1	0	-4	-17	0	-5	0	1	i	8
COc1ccc(Cl)cc1NC(=O)CN(C)C(=O)c1cc2c(s1)CCCC2	1	35	-4	-1	-9	6	-5	i	9
O=C(Nc1cc(-c2ccccc2)[nH]n1)c1ccc(Cl)cc1	0	4	-2	10	-1	-1	7	i	0
O=C(Nc1ccccc1)C(CCCCN1C(=O)c2ccccc2C1=O)N1C(=O)c2ccccc2C1=O (stereo not drawn)	2	16	9	-3	-1	2	3	i	0
O=C(CNS(=O)(=O)c1ccc(F)cc1)N1CCN(c2ccc(F)cc2)CC1	-1	-4	1	-1	0	7	-3	i	6
Cc1c(NC(=O)c2ccccc2N(C)S(=O)(=O)c2ccccc2)c(=O)n(-c2ccccc2)n1C	-3	-9	2	-18	3	8	10	i	-10
COc1ccccc1NC(=O)Nc1cnccn1	-2	-8	-3	10	-5	0	-6	i	-6
O=C(NNC(=O)C1CCCN(S(=O)(=O)c2ccc3ccccc3c2)C1)C1CC1 (stereo not drawn)	-2	-3	-10	3	-1	0	4	i	0
CCc1ccc(NC(=O)C2CCN(S(=O)(=O)c3ccc4c(c3)NC(=O)CO4)CC2)cc1	5	6	4	5	-9	7	3	i	4
COc1cccc(OC)c1C(=O)OCC(=O)/C(C#N)=C(\C)N	1	0	-5	-12	-8	-3	2	i	0
CCN(Cc1ccccc1)S(=O)(=O)c1ccccc1Br	0	21	-4	1	-2	5	1	i	1
CCN1C(=O)[C@H]2[C@@H](c3ccc(-c4ccc(F)cc4)cc3)N[C@@](CC(C)C)(C(=O)OC)[C@H]2C1=O	2	29	-14	10	-1	-3	9	i	8
COc1ccccc1N(C)S(=O)(=O)c1ccc(C(=O)Nc2ccc(C)cc2C)cc1	1	14	2	9	-1	0	-2	i	5
CCOc1ccc(Br)cc1/C=N/O	3	-4	4	16	-4	2	-11	i	-14
CC1=C(C(=O)N(C(C)C)C(C)C)CC(CC(=O)NC2CCCCC2)C(=O)N1Cc1ccc(C(C)(C)C)cc1 (stereo not drawn)	-2	10	-9	5	1	-16	5	i	15
Cc1ccc(-n2cnc(N)c2C(=O)c2cccc([N+](=O)[O-])c2)cc1	-2	-3	-1	-8	-4	-8	5	i	1
O=C(CNC(=O)c1ccco1)NCC(=O)OCc1ccccc1Br	-3	-8	15	3	3	0	3	i	1
CCCCNC(=O)C1c2ccccc2C(=O)N(c2ccc(OC)cc2)C1c1ccc(OC)cc1 (stereo not drawn)	6	9	-12	-16	-8	-2	2	i	-7
Cc1ccc(-c2nn3c(C)nnc3c3ccccc23)cc1S(=O)(=O)NC(C)c1ccccc1 (stereo not drawn)	0	8	8	-8	1	8	1	i	5
